Bioassay records from PubChem BioAssay.
MmCpn inh: inhibitors of Methanococcus maripaludis chaperonin (MmCpn); purified Mm-Cpn ATPase, ADP Transcreener TR-FRET; Potency, µM (titrated, usually from 76.9 µM), for the others: at the top dose activity, negative = inhibition, hits mostly inhibitors; actives 0.031% (n = 330,000); also: potency is read from the fitted curve at half-maximal effect; % is scaled to controls: 0 for no effect and ±100 for the full control effect; nearly all actives have a fitted effect of over 80% in size
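Eu-cryptate anti-ADP/ADP-d2 competition gives a ratio inversely related to ADP. Enzyme at 25 nM was pre-exposed to compound for 10 min, then given 10 uM ATP for 30 min, 37°C throughout.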
A549 tox: kills or reduces viability of A549 cells in Nrf2 counter-screen | actives 0.16% (n = 390,000) | Potency, µM (series often up to 46 µM), for the others: at the highest dose activity change, negative = cytotoxicity, usual class: inhibitors | AID 504648 | A549 ARE-Fluc cells, CellTiter-Fluor viability, 18-24 h; also: potency is read from the fitted curve at half-maximal effect; % is scaled to controls: 0 for no effect and ±100 for the full control effect
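A549 ARE_Fluc cells in 5% FBS OPTI-MEM were exposed to compounds in concentration-response for 18-24 h at 37 deg C. Viability was read by CellTiter-Fluor fluorescence (Ex 405/Em 525) after 30 min, before the luciferase read.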
Nrf2 inh: inhibitors of Nrf2 signaling. A549 ARE-Fluc reporter, luciferase luminescence, 18-24 h. Potency, µM (highest dose often 46 µM), without a hit: top-dose activity change, negative = inhibition, actives largely listed as inhibitors. actives 2.1% (n = 360,000); also: potency is read from the fitted curve at half-maximal effect; % is scaled to controls: 0 for no effect and ±100 for the full control effect; nearly all actives have a fitted effect of over 60% in size
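In this cell-based qHTS, ARE-driven firefly luciferase in A549 cells reports Nrf2 activity; the luminescent signal after BugLite lysis is the measured value, with a prior CellTiter-Fluor read for cell health.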
CCT chaperon mod: changes cytosolic chaperonin activity; purified chaperonin ATPase assay, HTRF ADP detection, 30 min; activity change, % (no concentration beside the values), hits read low; actives 0.3% (n = 360,000); AID 651819; in the data active = activity change below about -30%; also: % is scaled to controls: 0 for no effect and ±100 for the full control effect
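ATPase activity: ADP formed was measured by HTRF Transcreener (665/615 nm ratio) after 30 min at 37 deg C with 10 uM ATP. Compounds screened at one 76 uM concentration against 40 or 20 nM TRiC in Tris pH 7.4/KCl/MgCl2/DTT buffer.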
EPAC2 agonist: EPAC2 (human) agonism | Q8WZA2 | EPAC2 activation, biochemical qHTS; response scale: 100% = 6.5 mM cAMP response | Potency, µM (doses to about 154 µM), for inactives: at the highest dose activation, most hits filed as activators | actives 0.079% (n = 360,000) | AID 720711; also: potency is read from the fitted curve at half-maximal effect; nearly all actives have a fitted effect of over 50% in size
Target sequence (Q8WZA2 whole entry, looked up): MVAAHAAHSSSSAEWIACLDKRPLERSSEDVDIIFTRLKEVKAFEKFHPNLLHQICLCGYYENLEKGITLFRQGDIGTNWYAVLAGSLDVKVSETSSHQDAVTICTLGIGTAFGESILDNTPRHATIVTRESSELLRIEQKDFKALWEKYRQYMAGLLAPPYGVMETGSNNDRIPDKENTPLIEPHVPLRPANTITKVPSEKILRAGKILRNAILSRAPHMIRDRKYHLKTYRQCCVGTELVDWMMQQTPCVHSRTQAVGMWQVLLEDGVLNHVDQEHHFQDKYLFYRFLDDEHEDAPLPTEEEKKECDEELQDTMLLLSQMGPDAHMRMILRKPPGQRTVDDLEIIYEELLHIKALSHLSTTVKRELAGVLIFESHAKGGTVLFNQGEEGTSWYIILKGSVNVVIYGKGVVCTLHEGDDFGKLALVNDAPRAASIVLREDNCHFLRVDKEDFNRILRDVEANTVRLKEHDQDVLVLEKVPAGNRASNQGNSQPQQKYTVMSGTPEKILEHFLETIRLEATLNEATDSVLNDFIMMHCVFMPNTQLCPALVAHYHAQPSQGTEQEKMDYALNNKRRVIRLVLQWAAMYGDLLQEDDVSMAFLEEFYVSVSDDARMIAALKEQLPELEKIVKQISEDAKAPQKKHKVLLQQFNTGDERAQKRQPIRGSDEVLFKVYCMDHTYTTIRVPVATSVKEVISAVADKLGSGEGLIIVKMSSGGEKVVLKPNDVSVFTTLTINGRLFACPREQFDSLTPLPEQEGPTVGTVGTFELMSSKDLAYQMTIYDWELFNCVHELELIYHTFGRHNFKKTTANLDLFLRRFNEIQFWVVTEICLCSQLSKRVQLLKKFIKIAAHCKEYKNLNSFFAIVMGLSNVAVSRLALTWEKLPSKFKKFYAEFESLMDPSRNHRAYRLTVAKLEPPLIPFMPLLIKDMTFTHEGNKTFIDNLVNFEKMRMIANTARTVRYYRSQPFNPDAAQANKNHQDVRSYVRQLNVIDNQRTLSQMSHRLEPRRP
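Each well held 100 nM EPAC2, 250 nM RAP1B-BODIPY-GDP and 50 uM GDP. Fluorescence, read at 5-min intervals to 30 min, was referenced to a 6.5 mM cAMP positive control.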
Akt phos inh: blocks phosphorylation of Akt | actives 0.32% (n = 360,000) | activity change, % for hits at 50 µM | Neuro2A IGF-stimulated pAkt S473 HTRF, 20 min; active compounds read low | AID 651550; in the data active = activity change below about -80%; inconclusive = mostly about -51% to -80%; also: % is scaled to controls: 0 for no effect and ±100 for the full control effect
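Single-point screen (50 µM final compound) in Neuro2A cells stimulated 20 min with 6 nM IGF at 37 deg C. After lysis, Ser473-phosphorylated Akt read by HTRF (ex 330 nm, em 615/665 nm) as the 665/615 ratio.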
Nrf2 activator: activators of Nrf2 (ARE) signaling. AREc32 ARE-luciferase reporter (MCF7-derived line), luminescence, 24 h. Potency, µM (titrated, usually from 46.1 µM), for inactives: at the highest dose activation, usual class: activators. AID 624171. actives 0.31% (n = 410,000); also: potency is read from the fitted curve at half-maximal effect; % of control where 0% means no effect; nearly all actives have a fitted effect of over 65% in size
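AREc32_Fluc, 1000 cells/well, OPTI-MEM + 5% FBS, o/n 37 deg C 5% CO2; 23 nL cpd by pin tool, 24 hr; Steady-Glo 30 min RT, luminescence.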
EPAC2 antag: blocks human EPAC2 exchange factor | EPAC2 GEF exchange of Rap1B-BODIPY-GDP, fluorescence | actives 0.18% (n = 360,000) | Potency, µM (titrated, usually from 114 µM), for inactives: at the top dose activity, negative = inhibition, most hits filed as inhibitors | Q8WZA2; also: potency is read from the fitted curve at half-maximal effect; % is scaled to controls: 0 for no effect and ±100 for the full control effect; nearly all actives have a fitted effect of over 45% in size; many of its hits are not listed in these tables
TGFb SMAD3 inh: inhibitors of TGF-b signaling | HepG2 CAGA-GFP TGF-b/SMAD3 reporter, GFP fluorescence, 18 h; TGF-beta stimulated, 500 pg/mL final | actives 1.2% (n = 410,000) | AID 588855 | Potency, µM (top dose mostly 46.1 µM), for the others: top-dose activity, negative = inhibition, actives largely listed as inhibitors; also: potency is read from the fitted curve at half-maximal effect; % is scaled to controls: 0 for no effect and ±100 for the full control effect; nearly all actives have a fitted effect of over 65% in size
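First, reporter cells (HEPG2 CAGA-GFP) rested 2 h at 37 degrees C. Next, compounds were pinned in and TGF-beta added to 500 pg/mL final. After 18 h, GFP was imaged per cell and summed per well.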
* = called active by the depositor; i = inactive; ? = inconclusive; / = not tested or not shown; [ ] = remark or other dose. Unless noted, calls follow the shape of the dose curve; as a rule, active = well fitted curve in the direction sought with a large enough effect; inconclusive = small, poorly fitted or top-dose-only effect, or another doubt; inactive = no such curve, though single readings can be large; an effect the other way counts as inactive or inconclusive.

| SMILES | MmCpn inh | A549 tox | Nrf2 inh | CCT chaperon mod | EPAC2 agonist | Akt phos inh | Nrf2 activator | EPAC2 antag | TGFb SMAD3 inh |
| --- | --- | --- | --- | --- | --- | --- | --- | --- | --- |
| O=C(Nc1cccc2ccccc12)c1nn(C23CC4CC(CC(C4)C2)C3)cc1[N+](=O)[O-] | 0% | 8% | ? | -1.5 | 16% | i | -0.8% | -3% | 5% |
| O=c1[nH]c(=O)c2nc3c4ccccc4c4ccccc4c3nc2[nH]1 | -8% | -1% | -24% | -2.3 | 17% | i | 3.5% | 0% | 17% |
| Cc1ccc(C(=O)NCC2(c3ccccc3)CCCC2)cc1 | -2% | 9% | -15% | -0.2 | 0%[15.6 µM] | / | 3.5% | -10% | 7% |
| Cc1cccc(-c2ccc3c(c2)C2CC3CCN2C(=O)OCc2ccccc2)c1 (stereo not drawn) | / | 16% | ? | 0.4 | 10% | i | 0.8% | 1% | -18% |
| O=C(C1CCCN1S(=O)(=O)c1ccc(Cl)cc1)N1CCCCC1 (stereo not drawn) | 1% | -17% | 5% | -1.7 | -1% | i | -0.8% | 0% | 4% |
| O=C(CSc1ccc2nnc(-c3ccncc3)n2n1)NCC1CCCO1 (stereo not drawn) | -2% | 7% | 19% | -0.3 | -9% | i | 0.1% | -11% | 10% |
| Cc1c(C(=O)NC2CCCc3ccccc32)cccc1[N+](=O)[O-] (stereo not drawn) | 2% | 3% | ? | -1.1 | 3% | i | 2.5% | -12% | 29% |
| O=C(NC(=O)c1cccc(OC(F)(F)C(F)F)c1)OC1CCS(=O)(=O)C1 (stereo not drawn) | -2% | 18% | 6% | -0.2 | 2% | i | 0.6% | -19%[57.1 µM] | 0% |
| Cc1cc(OCC(=O)N(Cc2ccccc2)C2CCS(=O)(=O)C2)ccc1Cl (stereo not drawn) | -3% | 0% | -1% | -3.7 | 5% | i | 0.0% | -6% | -15% |
| CC(C)n1cnnc1SCC(=O)Nc1cccc(S(=O)(=O)N(C)c2ccccc2)c1 | 1% | 3% | ? | 0.4 | 4% | i | -2.5% | -2% | -3% |
| COc1ccc(CN(C(=O)Nc2ccccc2)c2ccccn2)cc1OC | / | -4% | 5% | / | / | / | 3.2% | / | -4% |
| Cn1c(=O)c2cc3ccc(Cl)cc3nc2n(C)c1=O | -5% | -1% | 4% | 1.2 | 4% | i | ? | -1% | 5% |
| CCN1C(=O)c2ccccc2S(=O)(=O)c2ccc(C(=O)NCc3ccc(OC)cc3)cc21 | / | -1% | -3% | / | / | / | 1.1% | / | 2% |
| COc1cc(/C=C2/SC(=O)N(Cc3ccccc3)C2=O)ccc1OCc1ccncc1 | 1% | -10% | ? | -5.1 | 9% | i | 0.0% | -2% | 0% |
| Nc1ncnc2[nH]c(=S)[nH]c12 | / | 2% | -5% | -0.8 | 11% | i | 3.6% | 7% | 13% |
| Cn1cnc2c1c(=O)n(Cc1cccc(F)c1)c(=O)n2C | 1% | 1% | 2% | -1.7 | 2% | i | -0.9% | -11% | 31% |
| CCOC(=O)C1CCN(CC(=O)Nc2ccc(S(=O)(=O)N3CCC(C)CC3)cc2)CC1 | -1% | 0% | -9% | -2.5 | 15% | i | 3.1% | -5% | -30% |
| COc1cc(/C=C/C(=O)O)cc(S(=O)(=O)Nc2ccc3[nH]c(=O)[nH]c3c2)c1OC | -1% | -4% | 4% | -1.9 | 16% | i | -0.1% | -4% | 4% |
| Fc1ccccc1Cc1cn2cc(-c3ccc(Cl)cc3)nc2s1 | / | -1% | ? | / | / | / | -0.7% | / | ? |
| COc1ccc2cnn(-c3ccc(OC(F)(F)F)cc3)c(=O)c2c1OC | 1% | 0% | ? | 1.4 | -3% | i | 0.5% | 1% | -1% |
| C[C@H](O)[C@@H]1C(=O)N2CCc3c([nH]c4ccccc34)[C@@H]2C[C@@H]1N(C)Cc1ccc(Cl)cc1 | / | / | / | 1.9 | 12% | i | -0.1% | 6% | ? |
| O=c1nc(-c2ccccc2)c2cc(Br)ccc2[nH]1 | 0% | 4% | -4% | 0.9 | 4% | i | -0.7%[9.22 µM] | 16% | 2% |
| Cc1ccccc1N1Cc2ccccc2C1=O | / | / | / | -0.1 | 3% | i | 0.3% | -12% | -8% |
| COC(=O)c1sccc1-n1cccc1C(=O)C(=O)N1CCCCC1 | -1% | 0% | 0% | 0.9 | 1% | i | -0.3% | 23% | 10% |
| CCc1ccc(CNC(=O)CCCn2c(=O)c3cccn3c3cccnc32)cc1 | 0% | 1% | ? | 0.0 | -8% | i | -0.2% | 35%[activator] | 12% |
| CC1OC(COCc2ccccc2)Cc2[nH][nH]c(=O)c21 (stereo not drawn) | / | / | / | -0.9 | 3% | i | -0.5% | 10% | / |
| c1ccc2[nH]c(CN3CCCCCC3)nc2c1 | 2% | -5% | 5% | -2.7 | -2% | i | 0.5% | 5% | -29% |
| c1ccc2[nH]c(SCCN3CCOCC3)nc2c1 | 0% | -1% | ? | -1.5 | 6% | i | -0.1% | 3% | 0% |
| COc1ccc(-n2c(C)nc3c(cnn3-c3ccc(C)c(C)c3)c2=O)cc1 | 0% | 3% | 15% | -2.2 | 23% | i | 6.6% | -19% | -24% |
| O=C(Nc1ccccc1N1CCCC1)c1ccc(N2CCCC2=O)cc1 | -1% | -1% | 10% | 1.9 | 0% | i | 2.7% | -3% | -8% |

Next section (2 carried over from the part before).
| SMILES | MmCpn inh | A549 tox | Nrf2 inh | CCT chaperon mod | EPAC2 agonist | Akt phos inh | Nrf2 activator | EPAC2 antag | TGFb SMAD3 inh |
| --- | --- | --- | --- | --- | --- | --- | --- | --- | --- |
| COc1ccc(-n2c(C)nc3c(cnn3-c3ccc(C)c(C)c3)c2=O)cc1 | 0% | 3% | 15% | -2.2 | 23% | i | 6.6% | -19% | -24% |
| O=C(Nc1ccccc1N1CCCC1)c1ccc(N2CCCC2=O)cc1 | -1% | -1% | 10% | 1.9 | 0% | i | 2.7% | -3% | -8% |
| O=C(Nc1ccc2c(c1)CCC2)c1ccc(F)cc1 | -3% | -6% | ? | -2.3 | -9% | i | 2.4% | 2% | 0% |
| CON1C(=O)CN(C(C)=O)C1c1ccc(Cl)cc1Cl (stereo not drawn) | 3% | -7% | 8% | 4.2 | 0% | i | -0.7% | 8% | -2% |
| O=C(NCc1ccccc1F)C1CCCN(c2cnccn2)C1 (stereo not drawn) | -1% | -5% | 11% | 6.9 | -7% | i | -0.1% | 7% | 9% |
| O=C(COc1c(F)c(F)cc(F)c1F)NNC(=O)CC1CCS(=O)(=O)C1 (stereo not drawn) | 1% | -2% | 1% | -11 | 1% | i | 0.0% | -9% | 4% |
| O=C(NCC1CCCO1)c1ccc([N+](=O)[O-])o1 (stereo not drawn) | 0% | -7% | 0% | -0.8 | -8% | i | 10µM* | -1% | 13µM* |
| CCC1(CC)C(=O)NC(=O)NC1=NCCc1c[nH]c2ccccc12 | ? | -4% | 17% | -0.5 | -14% | i | -0.5% | -3% | 3% |
| COc1cccc(C(=O)Nc2ncc3c(n2)CC(C)CC3=O)c1 (stereo not drawn) | 0% | 0% | 0% | 1.5 | -4% | i | 0.2% | 14% | -8% |
| COc1ccccc1-n1cnnc1SCC(=O)N1CCN(C(=O)c2ccco2)CC1 | -3% | -6% | 10% | -3.0 | 12% | i | 0.3% | -5% | -1% |
| Cc1ccc(N=C2S/C(=C\c3cn(CC(=O)O)c4ccccc34)C(=O)N2C)cc1 | 0% | -16% | 5% | -1.4 | -14% | i | -0.2% | -4% | 3% |
| CC(=O)NC12CC3CC(C1)CC(C(=O)Nc1nc4c(C)cccc4s1)(C3)C2 | -2% | -23% | ? | -0.6 | -4% | i | 11% | -8% | ? |
| Cc1cccn2c(=O)c3cc(C(=O)NCC4CCCO4)c(=N)n(CC4CCCO4)c3nc12 (stereo not drawn) | -8% | ? | 0% | -1.3 | 3% | i | -0.2% | -2% | 2% |
| Cc1ccc(S(=O)(=O)Nc2nc(N)n(-c3ccccc3)n2)cc1 | 0% | -7% | 14% | -1.9 | 15% | i | 1.9% | 1% | -4% |
| COc1ccc(N2CC(C(=O)NCCN3C(=O)S/C(=C\c4cccnc4)C3=O)CC2=O)c(OC)c1 (stereo not drawn) | 0% | 1% | 13% | -1.2 | 4% | i | 2.7% | 2% | 13% |
| O=C(CSc1nnnn1-c1ccccc1)NC1CCCc2ccccc21 (stereo not drawn) | 4% | 7% | -20% | 0.4 | 7% | i | -0.5% | -7% | -10% |
| O=c1[nH]cnc2cc(-c3ccccc3)sc12 | -4% | -1% | 13% | -0.3 | 4% | i | 12% | 8% | -20% |
| Cc1cccc(NC(=O)CCC2CCN(C(=O)c3ccc(C)s3)CC2)c1 | 1% | 8% | ? | -0.3 | 13% | i | 0.4% | 17% | -21% |

Profiles, quoted from the list. Order of screens: MmCpn inh	A549 tox	Nrf2 inh	CCT chaperon mod	EPAC2 agonist	Akt phos inh	Nrf2 activator	EPAC2 antag	TGFb SMAD3 inh
Listed for CON1C(=O)CN(C(C)=O)C1c1ccc(Cl)cc1Cl (stereo not drawn) : 3%	-7%	8%	4.2	0%	i	-0.7%	8%	-2%
Listed for Cc1ccc(N=C2S/C(=C\c3cn(CC(=O)O)c4ccccc34)C(=O)N2C)cc1 : 0%	-16%	5%	-1.4	-14%	i	-0.2%	-4%	3%
Listed for Cc1ccc(S(=O)(=O)Nc2nc(N)n(-c3ccccc3)n2)cc1 : 0%	-7%	14%	-1.9	15%	i	1.9%	1%	-4%
Listed for O=C(CSc1nnnn1-c1ccccc1)NC1CCCc2ccccc21 (stereo not drawn) : 4%	7%	-20%	0.4	7%	i	-0.5%	-7%	-10%

Not all compounds are listed, so the mix of outcomes need not match the whole.
